Screens deposited in PubChem by Sanford-Burnham Center for Chemical Genomics.
PTK2B oligo ant: Pyk2 (human) oligomerization antagonism; actives 0.83% (n = 99,000); Q14289; z-score (the deposit names both 25 µM and 10 µM); Q293 cells, Pyk2 FERM NanoBiT luminescence; active compounds read low; AID 1347419;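 active = Z-score of -3 or lower, scaled per plate to the spread of control and sample wells; inactive = z-score above -3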;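 note: negative z-score means lost luminescence so less FERM oligomerization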
Target sequence (Q14289 whole entry, looked up): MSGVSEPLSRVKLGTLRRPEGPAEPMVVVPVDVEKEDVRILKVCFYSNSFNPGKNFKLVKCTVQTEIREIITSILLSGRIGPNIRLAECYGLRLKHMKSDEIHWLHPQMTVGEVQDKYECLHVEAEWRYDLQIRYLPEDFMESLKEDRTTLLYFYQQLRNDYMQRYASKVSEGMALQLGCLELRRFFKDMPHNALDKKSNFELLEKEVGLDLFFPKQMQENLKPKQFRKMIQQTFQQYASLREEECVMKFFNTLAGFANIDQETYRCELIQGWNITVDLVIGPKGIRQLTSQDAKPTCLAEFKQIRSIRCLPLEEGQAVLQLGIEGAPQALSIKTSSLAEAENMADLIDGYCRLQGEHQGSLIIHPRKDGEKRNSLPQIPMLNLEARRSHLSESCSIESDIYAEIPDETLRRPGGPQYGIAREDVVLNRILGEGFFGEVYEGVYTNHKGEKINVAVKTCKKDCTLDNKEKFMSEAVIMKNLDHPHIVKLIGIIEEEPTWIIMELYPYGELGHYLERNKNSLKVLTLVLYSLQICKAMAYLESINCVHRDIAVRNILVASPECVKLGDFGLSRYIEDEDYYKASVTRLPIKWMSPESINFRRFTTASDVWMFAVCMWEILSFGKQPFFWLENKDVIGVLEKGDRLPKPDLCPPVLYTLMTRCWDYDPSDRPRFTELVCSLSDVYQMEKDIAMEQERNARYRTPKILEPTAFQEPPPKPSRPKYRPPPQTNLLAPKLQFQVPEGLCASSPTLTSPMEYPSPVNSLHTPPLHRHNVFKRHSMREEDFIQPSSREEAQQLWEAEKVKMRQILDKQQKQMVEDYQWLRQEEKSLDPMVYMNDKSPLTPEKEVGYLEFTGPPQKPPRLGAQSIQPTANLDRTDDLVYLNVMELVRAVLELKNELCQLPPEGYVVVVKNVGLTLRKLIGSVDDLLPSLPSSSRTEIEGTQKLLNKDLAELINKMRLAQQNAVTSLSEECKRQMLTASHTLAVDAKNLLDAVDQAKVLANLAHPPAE
* marks the source's active call; other numbers are inactive results. The list is partial; count on the stated rates, not on these rows.

Start of the data: the first 5 entries, ahead of the listing:
PTK2B oligo ant | Compound
-0.36 | COc1ccc(N2C(=O)CCC(C(=O)NCc3ccccn3)C2c2ccc(OC)c(OC)c2)cc1 (configuration not stated)
2 | COc1ccc2[nH]c(C)c(CN3CCC(C)CC3)c(=O)c2c1
0.22 | c1cncc(CNc2c3c(nc4nnnn24)CCCC3)c1
0.51 | Cn1c(=O)c2cc(NC(=O)c3ccccc3Cl)c(=O)oc2n(C)c1=O
0.02 | COc1cc2c(=O)n(Cc3ccccc3)c(=O)n(CC(=O)NCC3CCCO3)c2cc1OC (configuration not stated)

Results, from the start:
PTK2B oligo ant | Compound
-0.36 | COc1ccc(N2C(=O)CCC(C(=O)NCc3ccccn3)C2c2ccc(OC)c(OC)c2)cc1 (configuration not stated)
2 | COc1ccc2[nH]c(C)c(CN3CCC(C)CC3)c(=O)c2c1
0.22 | c1cncc(CNc2c3c(nc4nnnn24)CCCC3)c1
0.51 | Cn1c(=O)c2cc(NC(=O)c3ccccc3Cl)c(=O)oc2n(C)c1=O
0.02 | COc1cc2c(=O)n(Cc3ccccc3)c(=O)n(CC(=O)NCC3CCCO3)c2cc1OC (configuration not stated)
-0.12 | COc1ccc(C(CC(=O)O)NC(=O)c2cccs2)cc1 (configuration not stated)
-1.6 | CCOc1ccc2c(c1)sc(N)[n+]2Cc1cc(C)cc2cccnc12
-0.52 | CCC(=O)Oc1c(C(=O)CC)cc2c(C)cc(=O)oc2c1C
4 | COc1ccccc1CNC(=O)c1cc2c(s1)CS(=O)(=O)C2
1.9 | O=c1[nH]c(CSc2nc3ccccc3o2)nc2c1cnn2-c1ccccc1
0.62 | CC(C)(C)C(=O)NC(=S)N1CCCC1
0.62 | Cc1ccccc1-n1nc(C)c2cc(C(=O)N3CCN(S(=O)(=O)c4ccccc4)CC3)sc21
0.04 | CCn1cc(C2=NOC(C(=O)O)C2)c(C)n1 (configuration not stated)
-0.81 | O=C(CN1C(=O)c2ccccc2C1=O)OCC(=O)N1CCc2ccccc2C1
-0.77 | COc1ccc(-c2cc3ccccc3n2CC(O)Cn2nc(C)cc2C)cc1 (configuration not stated)
1.6 | CCNC(=O)NC(=O)COC(=O)CNC(=O)COc1ccccc1
-0.64 | CCOc1ccc(-n2c(SC(C)C)nc3c(c2=O)SCC3)cc1
0.39 | Cc1cccc(N(Cc2ccccc2F)S(C)(=O)=O)c1
-0.33 | CCCCC(NC(C)=O)c1nc2ccccc2n1CCCC (configuration not stated)
0.21 | O=C(O)Cc1csc2ccccc12
0.44 | CC(=O)N1CCN(c2ccc(NC(=O)c3ccccc3Br)cc2Cl)CC1
0.12 | Cc1ccc(-c2nnc(N3CCOCC3)c3ccccc23)cc1S(=O)(=O)NCC1CCCO1 (configuration not stated)
0.45 | CCOC(=O)CC1=C(C#N)C(c2cccnc2)C(C(=O)OCC)=C(N)O1 (configuration not stated)
-0.45 | Fc1ccc(CN2CCCCCCC2)c(F)c1
0.08 | COc1ccc(-c2nc(-c3ccncc3)no2)cc1OC
1 | COc1ccc2c(c1)CCc1c(C(=O)NCCN3CCOCC3)noc1-2
-0.6 | Cc1nc2oc3c(NCc4ccccn4)ncnc3c2c2c1COC(C)(C)C2
0.54 | O=C(CCCCCn1c(=O)[nH]c2ccsc2c1=O)NCc1cccs1
1.6 | CCCC(C)C(=O)OCC(=O)Nc1c(Br)cc(C)cc1Br (configuration not stated)
0.92 | CC(C)(C)C1CCC(=NNC(=O)c2cc3c(s2)CCCC3)CC1 (configuration not stated)

Next records.
PTK2B oligo ant | Compound
-3 | C=CCn1c(SCC#N)nc2c(c1=O)C(C)(C)Cc1ccccc1-2
-3.1* | CC(=O)Nc1ccc(C(=O)OCC(=O)Nc2ccccc2Sc2ccccc2)cc1
-0.03 | c1ccc2sc(N3CN(CCN4CCOCC4)CN(c4nc5ccccc5s4)C3)nc2c1
-1.1 | CCOc1nc(SCCOc2ccccc2)nc(N(C)C)n1
-2.4 | O=C(c1cccc2c1-c1ccccc1/C2=N/O)N1CCCCC1
0.97 | COc1ccc(CN2CCC(C(=O)N3CCN(c4ccccc4F)CC3)CC2)cc1OC
0.41 | CC(=O)Nc1cccc(N(C)C)c1
-0.11 | CC1CCN(CCCNC(=O)c2cn(C)c3ccc(S(=O)(=O)N4CCCC4)cc3c2=O)CC1
0.22 | COC(=O)c1ccc(C)c(NC(=O)CCc2ccc(OC)c(OC)c2)c1
-0.72 | CC(C)(C)c1ccccc1OCCCCCNCCO
0.57 | Cc1ccc(-n2c(C)cc(C(=O)OCC(=O)N(C)C3CCS(=O)(=O)C3)c2C)cc1 (configuration not stated)
0.37 | O=C(Nc1cc(=O)c2ccccc2o1)N1CCCCC1
-1.7 | COc1cccc(NS(=O)(=O)c2ccc(Br)s2)c1
0.67 | Cc1ccc(C(=O)O/N=C(\N)c2nonc2N)cc1
0.49 | Cc1cc(=O)oc2cc(OC(C)C)ccc12
-1.7 | CC(=O)Nc1ccc(SCC(=O)Nc2ccccc2Oc2ccccc2)cc1
0.47 | CC(/C=N/NC(=O)CSc1nc(C)cc(C)n1)=C\c1ccccc1
0.37 | CN(C)c1nc(OCCOC(=O)Nc2ccc(Cl)cc2Cl)nc(N(C)C)n1
0.83 | COc1ccc(OC)c(S(=O)(=O)N(C)CC(=O)O)c1
0.35 | O=C(CC(c1ccccc1)c1ccccc1O)NCCN1CCOCC1 (configuration not stated)
-0.52 | CCCc1nc(NCc2ccco2)c(C#N)c2c1COC(C)(C)C2
-0.66 | COc1cccc(CNC(=O)C2CCN(S(=O)(=O)c3cnc[nH]3)CC2)c1
-0.47 | COc1ccc(NS(=O)(=O)c2cc(NC(=O)c3cccc(OCc4c(C)noc4C)c3)ccc2OC)cc1
0.54 | COC(=O)c1cc(OC)c(OC)cc1NCC(=O)Nc1ccc(C)cc1
-0.17 | CCCc1cc(=O)[nH]c(SCC(=O)CSc2nc(CCC)cc(=O)[nH]2)n1
-1.2 | COc1cc(C2C(C#N)=C(N)Oc3cc(C)n(CCc4ccccc4)c(=O)c32)cc2c1OCO2 (configuration not stated)
0.22 | Cc1ccc(S(=O)(=O)NC(=O)c2cc(C)n(CCCn3ccnc3)c2C)cc1
-0.04 | COC(=O)C1CCN(C(=O)COC(=O)CCc2nc3ccccc3c(=O)[nH]2)CC1
-2.4 | CCCSC1=C(C#N)C(c2ccc(OC)cc2)C2=C(CC(C)(C)CC2=O)N1 (configuration not stated)
-0.08 | Cc1ccnc(N2CCC(C(=O)Nc3ccc4c(c3)CCC4)CC2)n1

A second format for three compounds above.
canonical_smiles	PTK2B oligo ant
COc1ccc2[nH]c(C)c(CN3CCC(C)CC3)c(=O)c2c1	2
O=C(c1cccc2c1-c1ccccc1/C2=N/O)N1CCCCC1	-2.4
Cc1ccc(-c2nnc(N3CCOCC3)c3ccccc23)cc1S(=O)(=O)NCC1CCCO1 (configuration not stated)	0.12

Remaining list, next part.
PTK2B oligo ant | Compound
-0.7 | O=C(Nc1ccncc1)c1ccc(NS(=O)(=O)c2cccc(F)c2)cc1
-1 | Cc1ccc(C2(C)NC(=O)N(CC(=O)NC(=O)NCCC(C)C)C2=O)cc1 (configuration not stated)
0.45 | CC(C)(C)NCC(O)COc1ccccc1C(C)(C)C (configuration not stated)
0.26 | CCCS(=O)(=O)c1cn2cccc(N)c2c1S(=O)(=O)CCC
-0.76 | CCOc1cc2[nH]c(=S)n(CCOC)c(=O)c2cc1OCC
0.86 | CC(SCCc1ccccn1)C(=O)O (configuration not stated)
-1.4 | Cc1ccc(-c2nc(=S)c3c(n2Cc2ccco2)CCCC3)cc1
2.3 | Nc1nc(-n2cnnc2)nn1-c1ccccc1
-0.12 | O=C(/C=C/Nc1ccc([N+](=O)[O-])cc1Br)c1cccc2ccccc12
0.91 | O=C(CCN1C(=O)C2C3C=CC(C3)C2C1=O)N1CCN(c2ccccc2F)CC1 (configuration not stated)
0.88 | COC(=O)NC1CSCC1OC(=O)CCN1C(=O)c2ccccc2C1=O (configuration not stated)
0.85 | CCc1noc(C)c1C(=O)NCCc1ccc(OC)c(OC)c1
-0.51 | CCC(CC)NC(=O)c1cc(OC)c(OC)c(OC)c1
0.7 | O=C(CSCc1ccc(Cl)cc1Cl)Nc1c[nH]c(=O)[nH]c1=O
0.7 | Cc1[nH]c2ccc(S(N)(=O)=O)cc2c1C
0.79 | COCc1cc(C)nc(N2CCN(c3ccccc3)CC2)c1C#N
1.4 | Cc1ccc(S(=O)(=O)NCCC(=O)N2CCN(Cc3ccccc3)CC2)cc1
-0.93 | COc1ccc(C2C3=C(CC(C)(C)CC3=O)Nc3n[nH]c(C)c32)cc1 (configuration not stated)
-0.25 | COC(=O)CC1SC(=O)NC1=Nc1ccc(C)cc1 (configuration not stated)
-0.37 | S=P(c1ccc(N2CCOCC2)cc1N1CCOCC1)(N1CCOCC1)N1CCOCC1
-1.6 | Cc1ccc(-c2c(C(=O)NCc3ccc(F)cc3)oc(=O)c3ccccc23)cc1
0.96 | N#CCc1ccc(NS(=O)(=O)c2cccs2)cc1
-1.1 | COc1ccc(CCNC(=O)CSc2nn(-c3ccccc3)c(=S)s2)cc1OC
-0.85 | O=C(NCc1ccc(Cl)cc1)c1noc2c1CCCC2
-0.25 | COc1ccc(NS(=O)(=O)c2cc(NC(=O)[C@@H](NC(=O)c3ccccc3)C(C)C)ccc2C)cc1
0.01 | CC(C)OC(=O)CN1CCN(S(=O)(=O)c2cc(Cl)ccc2Cl)CC1
-0.26 | COc1ccc(NC2=Nc3ccccc3CC2)cc1
-1.6 | CCOC(=O)C1=C(C)NC(=O)NC1c1cn(-c2ccccc2)nc1-c1cccs1 (configuration not stated)
-0.69 | COc1ccc(CNC(=O)CCCCCn2c(SCC#N)nc3cc4c(cc3c2=O)OCO4)cc1
0.38 | O=C(Oc1ccccc1)c1cccc(N2C(=O)CCC2=O)c1

Other entries follow.
PTK2B oligo ant | Compound
-1.4 | Cc1ccc(NC(=O)CSc2nc3c(cc2C#N)C(=O)CCC3)cc1S(=O)(=O)N(C)C
-0.18 | O=C1CC(Sc2nnc(-c3ccccc3O)o2)C(=O)N1c1ccccc1 (configuration not stated)
-0.5 | Nc1nc(-c2ccc([N+](=O)[O-])cc2)cs1
0.59 | O=C(NCc1ccc(F)cc1)c1c(O)c2cccc3c2n(c1=O)CCC3
0.38 | N/C(=N\OC(=O)Oc1ccccc1)c1ccc([N+](=O)[O-])cc1
0.87 | COc1cc(/C=N/S(=O)(=O)CCc2ccccc2)ccc1O
-1.1 | CCSc1nnc(NC(=O)c2ccccn2)s1
-0.52 | Cc1ccc2nc3n(c(=O)c2c1)CCC3
-0.59 | COc1ccc(C(=O)N/N=c2\oc3ccccc3cc2C(=O)NCc2ccccc2)cc1
-0.8 | CCCn1cc(S(=O)(=O)CC(=O)Nc2ccc(OCC)cc2)c2ccccc21
-2.4 | CCCCc1ccc(NC(=O)CSC2=C(C#N)C(c3ccco3)C3=C(CCCC3=O)N2)cc1 (configuration not stated)
0.48 | CC(=O)c1ccc(N2CCN(C(=O)CCS(=O)(=O)c3ccc(C)cc3)CC2)cc1
0.97 | Cc1c(/C=N\NC(=O)c2cccc(F)c2)cnn1C
0.63 | CCCCCCOC(=O)Nc1ccc(S(=O)(=O)Nc2cccc([N+](=O)[O-])c2)cc1
-0.23 | CCOC(=O)c1nnn(-c2nonc2N)c1CN(C)Cc1ccccc1
1.5 | O=C(CN1C(=O)CCS(=O)(=O)c2ccccc21)NCc1ccc2c(c1)OCO2
0.42 | O=C(CCS(=O)(=O)c1cccc2nonc12)NC1CCCCCC1
-0.72 | O=c1c(N2CCOCC2)nsnc1N1CCOCC1
0.18 | Nc1nc(SCc2ccc([N+](=O)[O-])cc2)nc2nc3c(cc12)CCCC3
-0.9 | CCc1nn(C(C)C(=O)N2CCN(Cc3ccccc3)CC2)c(=O)c2cc3occc3n12 (configuration not stated)
0.33 | Cc1cc(=O)c2ccccc2n1CC(=O)NCc1ccccc1
0 | C(=N\n1cnnc1)/c1cn(Cc2ccccc2)c2ccccc12
-0.7 | CCN(CC)c1ccc(NC(=O)CN2CCN(c3nc(C)cc(C)n3)CC2)cc1
-1.4 | c1ccc(N/N=C(\Cc2nc3ccccc3[nH]2)c2ccccc2)cc1
0.38 | CC(=O)Oc1ccc(N2C(=O)C3C4C=CC(O4)C3C2=O)cc1 (configuration not stated)
-0.38 | c1ccc2c(c1)CCCC2NC1=NCCC1 (configuration not stated)
0.04 | Clc1ccc(CSC2=NCCCN2)cc1Cl
-1.1 | Nc1ccc2oc(-c3cccc(Br)c3)nc2c1
-1.7 | COc1ccc(C(=O)NC(Nc2ccc(C)cc2)C(Cl)(Cl)Cl)cc1 (configuration not stated)
-0.92 | O=C(c1ccncc1)N(Cc1ccccc1)Cc1nc2ccccc2c(=O)[nH]1

The list continues.
PTK2B oligo ant | Compound
0.04 | CC(=O)OCC#CCSc1nc2ccccc2n1C
0.92 | COc1ccccc1C(=O)NCCc1nc2ccccc2n1C
-0.52 | Cc1nn(-c2ccccc2)c(Cl)c1C1C(C#N)=C(N)OC2=C1C(=O)CCC2 (configuration not stated)
-0.72 | O=S(=O)(c1ccc2c(c1)OCO2)N1CCN(c2nnnn2-c2ccccc2)CC1
-0.22 | C=CCOC(=O)COc1ccc2c(C)c(C)c(=O)oc2c1
1.3 | NC(=O)NC(Cc1ccccc1)c1ccccc1 (configuration not stated)
0.28 | CCc1ccc(Nc2nnc(SCC(=O)Nc3cccnc3Cl)s2)cc1
0.52 | c1ccc(-n2nnc3cnccc32)cc1

7 entries from above, sorted by molar mass, lowest first:
PTK2B oligo ant | Compound
0.52 | c1ccc(-n2nnc3cnccc32)cc1
1.3 | NC(=O)NC(Cc1ccccc1)c1ccccc1 (configuration not stated)
0.04 | CC(=O)OCC#CCSc1nc2ccccc2n1C
-0.22 | C=CCOC(=O)COc1ccc2c(C)c(C)c(=O)oc2c1
0.92 | COc1ccccc1C(=O)NCCc1nc2ccccc2n1C
-1.7 | COc1ccc(C(=O)NC(Nc2ccc(C)cc2)C(Cl)(Cl)Cl)cc1 (configuration not stated)
-0.72 | O=S(=O)(c1ccc2c(c1)OCO2)N1CCN(c2nnnn2-c2ccccc2)CC1
